# Source: PubChem
# TcdB inh: inhibitors of Clostridioides difficile toxin B glycohydrolase; TcdB glycohydrolase enzymatic assay, plate reader; hit rate 0.24% among 350,000; P18177; inhibition, % at 9.99 µM; in the data active = inhibition above about 10%
# Y pestis TopoI: Y. pestis Topo-I inhibition via cleavage products | Y. pestis Topo-I cleavage product accumulation, plate reader | activity, % at 10 µM | hit rate 0.064% among 360,000; in the data active = activity above about 50%, passing the limit was not always enough; also: inactives centre near 2
# PriA SSB inh: K. pneumoniae PriA-SSBct interaction inhibition; hit rate 0.6% among 430,000; inhibition, % at 33 µM; AlphaScreen SSBct-PriA binding, biotinylated peptide; in the data active = inhibition mostly above about 37%, no sharp cut-off; inactive = mostly below about 20%;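 also: plate controls were negative control peptide for no effect and reference peptide for full effect; strong numbers were not always called active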
# PfHsp40 yeast: rescue of PfHsp40-mediated yeast toxicity; S. cerevisiae expressing PfHsp40, growth rescue, ATP luminescence; growth rescue, % at 12.5 µM; hit rate 0.68% among 340,000; AID 504582; in the data active = growth rescue above about 28%, passing the limit was not always enough;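 also: yeast W303a lacking pdr1 and pdr3 grown in galactose medium; growth measured after three days at 30 °C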
# Anthrax LF prot: inhibitors of Bacillus anthracis lethal factor protease. multiplex microsphere protease cleavage assay, LF. inhibition, % at 10 µM. hit rate 0.12% among 360,000; also: plate controls were buffer without enzyme for full effect and enzyme alone for no effect
# Target sequence (P15917 whole entry, looked up): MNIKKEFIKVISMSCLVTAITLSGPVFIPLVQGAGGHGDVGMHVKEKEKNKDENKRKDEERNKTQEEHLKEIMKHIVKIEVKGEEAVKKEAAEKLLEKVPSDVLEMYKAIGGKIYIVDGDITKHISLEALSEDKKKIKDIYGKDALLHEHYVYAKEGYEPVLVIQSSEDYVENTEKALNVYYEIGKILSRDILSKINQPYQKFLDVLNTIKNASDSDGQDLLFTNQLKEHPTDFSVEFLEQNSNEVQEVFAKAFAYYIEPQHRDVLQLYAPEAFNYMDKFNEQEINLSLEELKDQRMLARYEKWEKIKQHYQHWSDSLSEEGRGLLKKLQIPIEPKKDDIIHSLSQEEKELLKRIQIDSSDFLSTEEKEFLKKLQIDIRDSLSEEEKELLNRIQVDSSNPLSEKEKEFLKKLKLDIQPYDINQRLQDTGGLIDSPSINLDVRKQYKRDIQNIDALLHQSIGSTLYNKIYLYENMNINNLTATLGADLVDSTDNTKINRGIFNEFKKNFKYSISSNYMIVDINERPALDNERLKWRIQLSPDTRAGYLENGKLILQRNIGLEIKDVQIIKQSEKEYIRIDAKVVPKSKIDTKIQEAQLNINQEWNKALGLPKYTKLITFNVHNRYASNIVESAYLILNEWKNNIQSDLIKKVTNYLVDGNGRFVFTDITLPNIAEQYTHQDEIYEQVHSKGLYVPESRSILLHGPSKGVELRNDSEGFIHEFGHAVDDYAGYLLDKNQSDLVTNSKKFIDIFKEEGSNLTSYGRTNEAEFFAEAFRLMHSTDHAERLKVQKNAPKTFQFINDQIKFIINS
# 3CLpro inhibitor: SARS-CoV 3CLpro protease inhibition; P0C6X7; recombinant SARS-CoV 3CLpro, quenched FRET peptide cleavage; inhibition, % at 6 µM; hit rate 0.14% among 290,000; in the data active = inhibition above about 12%
# Vc quorum ag: quorum light induction in luxS cqsA deficient V. cholerae. V. cholerae BH1578 lux reporter, luminescence, 6 h. activation, % at 18.7 µM. hit rate 0.16% among 350,000; in the data active = activation mostly above about 9.7%, no sharp cut-off; also: not every result past the cut was called active; inactives centre near 0; reference of the scale not given here
# DUSP3 inh: inhibitors of human VHR1 phosphatase (DUSP3); recombinant VHR phosphatase, pNPP absorbance; P51452; inhibition, % at 13.3 µM; hit rate 0.52% among 290,000; in the data active = inhibition above about 50%; also: some compounds called inactive have numbers as strong as hits
# Target sequence (P51452 whole entry, looked up): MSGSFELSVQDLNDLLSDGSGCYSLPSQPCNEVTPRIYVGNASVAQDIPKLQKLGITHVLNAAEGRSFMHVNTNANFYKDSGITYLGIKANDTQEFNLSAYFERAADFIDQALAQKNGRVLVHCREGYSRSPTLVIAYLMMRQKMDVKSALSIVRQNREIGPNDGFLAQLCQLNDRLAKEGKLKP
# BoNT A protease: inhibitors of Botulinum neurotoxin A light chain protease; multiplex microsphere protease substrate cleavage, flow cytometry; inhibition, % at 10 µM; hit rate 0.17% among 360,000; AID 588499; also: plate controls were buffer without enzyme for full effect and enzyme alone for no effect
# CCHFV vOTU inh: CCHFV vOTU protease inhibition | Pep-AMC fluorescence | inhibition, % at 11.5 µM | hit rate 0.55% among 370,000; in the data active = inhibition above about 30%; also: 0% = vehicle wells with enzyme and 100% = no enzyme wells
# Active calls of the source: *; i = inactive; / = not tested or not shown. Rule as the data show it, unless noted: active = inhibition above about 30%; inconclusive = no clear call, values can overlap the other calls; inactive = below that. This is a subset. The share of hits here may be higher or lower than overall.
1: O=C(CCc1nnc(Cc2cccc(C(F)(F)F)c2)o1)NCC(F)(F)F
2: COc1ccc(CC(=O)Nc2ccc(F)c(S(=O)(=O)N3CCOCC3)c2)cc1
3: Cc1nc(SCC(=O)c2cccs2)c2oc3ccccc3c2n1
4: O=C(CSc1nnc(-c2cccnc2)n1Cc1ccco1)c1ccccc1
5: CCOC(=O)C1CCCN(C(=O)CS(=O)(=O)Cc2ccccc2)C1 (stereo not given)
6: CC(C)(Oc1ccc(Cl)cc1)C(=O)NCc1ccc(S(N)(=O)=O)cc1
7: CC(=O)c1sc(NC(=O)c2ccccc2C)nc1C
8: COCCCNC(=S)N1CCC(C(=O)c2ccc(Cl)cc2)CC1
9: CCn1c(SCc2nc3ccccc3[nH]2)nnc1-c1ccncc1
10: Cc1c(C)c2ccc(OCC(=O)N[C@@H](Cc3c[nH]c4ccccc34)C(=O)O)cc2oc1=O

Screen / compound no.	1	2	3	4	5	6	7	8	9	10
TcdB inh	0.7	2.2	/	/	/	1.4	0.1	-1.2	0.0	0.6
Y pestis TopoI	-3	-2	-6	2	1	9	11	0	4	3
PriA SSB inh	-5	-7	-8	-16	-8	1	-18	2	-10	3
PfHsp40 yeast	-0.6	-0.5	-1.0	-1.3	-0.5	-0.6	-1.0	-1.2	-0.9	-0.3
Anthrax LF prot	0	-10	2	-1	0	-3	-2	-8	6	-2
3CLpro inhibitor	5	/	4	2	4	-6	0	-4	6	1
Vc quorum ag	-0.2	i	/	-0.2	5.3	-0.2	-0.2	i	i	0.9
DUSP3 inh	22	/	56*	-10	-1	16	18	-2	6	8
BoNT A protease	0.1	-0.2	0.5	-0.7	-0.1	-0.5	-0.8	1.3	1.6	0.2
CCHFV vOTU inh	-5	-2	6	-12	-3	-14	6	7	-7	-1

11: CCc1cc(OCCN2C(=O)NC(C)(C)C2=O)ccc1Cl
12: O=C(Nc1ccc(Cl)c(Cl)c1)OCCNC(=O)c1cccc(Cl)c1
13: NC(=O)C1=C[C@@H](c2ccc(Br)cc2)C[C@@H](OCc2ccc(CO)cc2)O1
14: CCOc1ccccc1NC(=O)c1oc2ccccc2c1NC(=O)C1CC1
15: COCCCNC(=S)NNC(=O)c1ccccc1Br
16: Cc1cc(=O)n(Cc2ccccc2)c(O)c1C#N
17: CC(NC(=O)c1cccc(S(=O)(=O)N2CCN(C)CC2)c1)c1ccc(Cl)cc1Cl (stereo not given)
18: CCOC(=O)c1sc2c(c1C)c(=O)n(Cc1ccccc1)c(=O)n2CCN(C)C
19: COc1ccc(C(O)P(=O)(OCCC(C)C)c2ccc(N(C)C)cc2)cc1OC (stereo not given)
20: O=C(N/N=C/c1cc(Cl)ccc1O)c1cccnc1

Screen / compound no.	11	12	13	14	15	16	17	18	19	20
TcdB inh	/	/	0.2	0.7	0.3	-0.3	1.3	-0.6	-0.7	-1.4
Y pestis TopoI	7	-8	4	4	-2	-2	1	1	2	-3
PriA SSB inh	-10	-11	7	-18	-19	13	7	1	-5	/
PfHsp40 yeast	0.8	12	-1.1	-0.5	-0.1	0.4	-0.1	0.2	0.0	-0.6
Anthrax LF prot	-10	1	-10	0	4	/	-1	-6	29	-6
3CLpro inhibitor	-1	-2	2	1	-3	-4	/	1	-1	4
Vc quorum ag	5.9	4.5	1.2	-4.5	i	0.0	0.5	i	-0.9	i
DUSP3 inh	18	2	14	2	15	-14	/	-13	13	11
BoNT A protease	-0.2	0.0	0.3	3.1	-1.3	/	3.8	-1.7	-3.6	3.4
CCHFV vOTU inh	5	15	-5	-9	12	-8	-10	14	7	-7

# Complete entries, looked up by structure. Order of screens: TcdB inh	Y pestis TopoI	PriA SSB inh	PfHsp40 yeast	Anthrax LF prot	3CLpro inhibitor	Vc quorum ag	DUSP3 inh	BoNT A protease	CCHFV vOTU inh
# `O=C(Nc1ccc(Cl)c(Cl)c1)OCCNC(=O)c1cccc(Cl)c1` across the screens: /	-8	-11	12	1	-2	4.5	2	0.0	15
# `CC(NC(=O)c1cccc(S(=O)(=O)N2CCN(C)CC2)c1)c1ccc(Cl)cc1Cl` (stereo not given) across the screens: 1.3	1	7	-0.1	-1	/	0.5	/	3.8	-10
# `CCOC(=O)c1sc2c(c1C)c(=O)n(Cc1ccccc1)c(=O)n2CCN(C)C` across the screens: -0.6	1	1	0.2	-6	1	i	-13	-1.7	14

# Remaining list, next part.
21: O=C(NC1CCCCC1)c1sc(=S)n2c1[nH]c(=O)c1ccccc12
22: Cc1ccc(C)c(N(CC(=O)NCCC2=CCCCC2)S(C)(=O)=O)c1
23: O=C1NC(=O)C(=Cc2ccc(Cl)c(Cl)c2)S1
24: Cc1ccccc1C(=O)NC1CCN(CC(=O)NCc2ccc(F)cc2)CC1
25: CC(=O)N1CCc2cc(S(=O)(=O)NCCC(=O)NCCc3ccccc3)ccc21
26: COC(=O)c1ccccc1C(=O)N1CCCC(CCC(=O)NCc2ccc(F)c(F)c2)C1 (stereo not given)
27: O=C(Nc1ccc(Cl)c(C(F)(F)F)c1)[C@@H]1CC=C[C@@H]2CCN(Cc3ccccc3)C(=O)[C@@H]21
28: CCN(CC(=O)Nc1ccc2c(c1)OCCO2)Cc1cc(=O)n2ccsc2n1
29: CCN(CC)C1CCN(C(=O)CCc2nnc(CCCCc3ccccc3)o2)C1 (stereo not given)
30: CCC(NS(=O)(=O)c1ccc(C)cc1)C(=O)N1CCN(c2ccccn2)CC1 (stereo not given)

Screen / compound no.	21	22	23	24	25	26	27	28	29	30
TcdB inh	/	/	1.2	1.1	/	4.9	0.1	2.1	-0.6	0.3
Y pestis TopoI	0	2	9	3	-5	4	6	8	10	-8
PriA SSB inh	-15	-2	-11	-5	1	-1	3	-1	-20	-4
PfHsp40 yeast	0.3	-0.1	4.6	-2.2	-0.1	0.1	-0.6	-1.9	-1.3	-1.6
Anthrax LF prot	1	-2	-12	1	1	-1	-4	1	3	4
3CLpro inhibitor	2	3	/	-1	1	0	/	2	-2	-4
Vc quorum ag	i	-0.3	-0.9	i	i	-4.1	-0.8	0.7	i	-0.2
DUSP3 inh	45	24	/	-1	0	20	/	4	-9	50*
BoNT A protease	0.3	-0.1	0.0	-0.6	0.1	-0.8	-0.6	-0.1	-1.0	-0.3
CCHFV vOTU inh	-3	-7	27	7	6	1	-7	-9	0	4

31: Cc1ccnc(NC(=O)c2ccc(Cl)c([N+](=O)[O-])c2)c1
32: Cc1ccc(/C=N/NC(=O)CSc2nc3ccccc3c(=O)n2-c2ccccc2C)s1
33: CCc1cccc(C)c1Nc1nc2ccccc2n2cnnc12
34: CSC1=C(C#N)C(c2ccc(C)cc2)C2=C(CCCC2=O)N1 (stereo not given)
35: Cc1cccc(NC(=O)c2cc(NC(=O)C3CCCCC3C(=O)O)ccc2N2CCCCC2)c1 (stereo not given)
36: CNC(=O)c1ccsc1NC(=O)c1ccc(Cl)s1
37: CC(C)[C@H](NC(=O)[C@H](Cc1ccccc1)n1c(=O)[nH]c2ccccc2c1=O)C(=O)N[C@@H](Cc1ccccc1)C(=O)O
38: COc1ccc(NC(=O)CSc2nnnn2C)cc1
39: COc1ccc(CN2C(=O)CCC2(C)c2nnnn2Cc2ccccc2)cc1OC (stereo not given)
40: Cc1cc(O)c(/C=N/Nc2ccc(Cl)cc2)c(=O)o1

Screen / compound no.	31	32	33	34	35	36	37	38	39	40
TcdB inh	-1.3	/	-0.5	/	/	0.4	/	0.9	0.2	/
Y pestis TopoI	4	25	10	6	13	-4	-6	6	/	6
PriA SSB inh	-5	/	13	-7	2	-16	1	-24	/	/
PfHsp40 yeast	2.7	0.2	0.8	0.8	1.1	0.7	-1.0	0.8	/	24
Anthrax LF prot	0	-5	-4	-2	-2	9	8	-3	3	1
3CLpro inhibitor	-1	-4	-6	0	2	3	8	0	/	3
Vc quorum ag	-0.4	-3.4	-10	i	i	/	-0.4	-0.3	/	i
DUSP3 inh	10	8	14	-12	-18	38	24	15	/	19
BoNT A protease	0.2	0.5	-0.8	0.7	0.0	-0.6	0.1	0.5	-0.3	-0.6
CCHFV vOTU inh	13	-9	-12	1	16	3	-5	-10	-1	-4

41: Cc1[nH]c2ccccc2c1C(c1ccccn1)c1c(C)[nH]c2ccccc12
42: O=C(c1ccc2nccnc2c1)N1CCCC(N2CCN(c3ccc(F)cc3)CC2)C1 (stereo not given)
43: CCCOC(=O)c1ccc(NC(=O)c2cc(=O)[nH]c3ccccc23)cc1
44: COc1ccccc1-c1cnc(C(O)c2cccc(C)c2C)[nH]1 (stereo not given)
45: Cc1cccc(N2CCN(C(=O)c3cc(S(=O)(=O)N4CCOCC4)cn3C)CC2)c1C
46: O=C(O)Cc1cn(Cc2cccc(Cl)c2)c2ccccc12
47: COCCN1C2=C(C(=O)CC(C)(C)C2)C(c2ccc(OC)c(OC)c2)C2=C1CC(C)(C)CC2=O
48: c1ccc2c(CCNc3ncnc4nc[nH]c34)c[nH]c2c1
49: O=C(OCc1cc2ccccc2[nH]c1=O)c1ccncc1
50: O=C(CCn1c(=S)oc2ccccc21)Nc1cc([N+](=O)[O-])ccc1F

Screen / compound no.	41	42	43	44	45	46	47	48	49	50
TcdB inh	/	-2.5	1.0	0.5	8.2	1.3	-0.5	-0.3	/	-0.6
Y pestis TopoI	-11	3	-7	-3	21	-6	-2	-6	-7	3
PriA SSB inh	29	-6	-13	/	-8	-5	0	2	-15	-14
PfHsp40 yeast	-0.5	0.0	0.5	/	1.0	1.1	-0.5	-0.7	-0.6	-1.3
Anthrax LF prot	-2	-2	-2	-6	-3	0	12	-9	-1	-13
3CLpro inhibitor	9	6	1	/	0	6	-2	0	-5	-1
Vc quorum ag	-0.7	-0.3	-0.4	-0.9	-0.1	-0.2	i	-0.2	1.1	-0.7
DUSP3 inh	-6	2	-3	/	-2	24	15	8	9	10
BoNT A protease	5.3	1.5	-0.3	-0.4	-0.8	-0.2	-0.3	-0.1	-0.4	-3.9
CCHFV vOTU inh	-6	-5	-7	9	-1	-22	-9	-1	1	3

51: CC[C@@]12C(=O)N(c3cccc(C)c3)C(=O)N1[C@H](c1ccc(OC)cc1)[C@@H]1C(=O)N(C(C)(C)C)C(=O)[C@@H]12
52: C[C@H](NC(=O)c1ccccc1Cl)C(=O)OCc1cn2cc(Cl)ccc2n1
53: COc1ccc(S(=O)(=O)N2CCN(C(=O)NCc3ccc(OC)c(OC)c3)CC2)cc1
54: CC1CCCC(C)N1CCCNC(=O)C1CCCN(c2ncnc3c2nc2n3CCCCC2)C1 (stereo not given)
55: COCCNC(=O)C12CC3CC(C1)CC(c1ccccc1)(C3)C2
56: Cc1nnc(-c2cnn(C)c2N)n1Cc1ccc2c(c1)OCO2
57: COC(=O)c1ccccc1NC(=O)CN1C(=O)c2ccccc2C1=O
58: CCN(CC)CCCN=Cc1c(O)n(-c2ccccc2F)c(=O)[nH]c1=O
59: Cc1cc(S(=O)(=O)NC2CCCCC2)ccc1OCC(=O)NCC1CCCO1 (stereo not given)
60: CN(C)C1CCN(C(=O)c2cccc(OC3CCN(S(=O)(=O)N(C)C)CC3)c2)C1 (stereo not given)

Screen / compound no.	51	52	53	54	55	56	57	58	59	60
TcdB inh	/	2.1	-0.9	1.1	1.3	0.4	0.5	/	0.7	-0.5
Y pestis TopoI	6	8	2	-4	3	2	-4	6	17	1
PriA SSB inh	2	-11	8	-1	-3	1	-6	-5	-14	-5
PfHsp40 yeast	-1.4	0.8	-0.3	-1.2	-0.4	0.5	/	-0.1	0.2	2.1
Anthrax LF prot	-3	-2	4	4	-8	3	/	2	-7	0
3CLpro inhibitor	0	/	-8	5	-1	0	/	1	3	-7
Vc quorum ag	-0.4	-4.2	i	-0.4	-0.5	-0.5	0.6	i	-1.0	-0.7
DUSP3 inh	21	/	-8	43	26	48	/	19	30	15
BoNT A protease	-0.1	-1.8	-3.9	0.5	0.5	0.1	/	0.3	0.0	1.5
CCHFV vOTU inh	/	-4	-18	24	18	-18	-8	-12	4	-1
